# DSG3 Ab inh: human desmoglein-3 autoantibody binding inhibition; P32926; DSG3-coupled beads, scFv-anti-DSG3-GFP binding, flow cytometry; active compounds read low; binding (percent of control), % at 10 µM; actives 0.48% (n = 310,000);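 active = binding more than 3 SD below its plate's average and above zero; inconclusive = below that plate limit but binding exactly zero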;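 also: hits lower antibody fragment binding to DSG3; some compounds called inactive have numbers as strong as hits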
# SR-BI DiI inh: mouse SR-BI HDL lipid transfer inhibition; Q61009; ldlA[mSR-BI] CHO cells, DiI-HDL uptake fluorescence, 3 h; inhibition, % at 12.5 µM; actives 0.96% (n = 320,000); AID 488896;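 active = mean replicate inhibition of at least 70% and a set share of replicates each scoring 70 or more; inconclusive = meets just one of the two criteria; inactive = fails both criteria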;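 also: 0% = median of neutral control wells and 100% = median of positive control wells; values of inactives mirror those of a sister screen read the other way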
# dFosB act: mouse delta FosB homodimer activation | P13346 | purified delta FosB, TAMRA-CDK5 oligo fluorescence polarization; percent of positive-control signal above neutral wells | activation, % at 25 µM | actives 0.99% (n = 340,000);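 active = mean activation above about 17%, with every replicate also reaching it, limit read from the data, passing the limit was not always enough; inconclusive = only one of the two conditions met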;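 also: fluorescence polarization rise as delta FosB binds a TAMRA Cdk5 AP-1 oligo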
# CDK5 inh: CDK5/p35 (human) kinase inhibition; Q00535+Q15078; Recombinant CDK5/p35, ADP-Glo luminescence, 60 min; inhibition, % at 10 µM; actives 0.01% (n = 330,000); AID 488839;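 active = highest replicate inhibition of at least 50% and at least 75% of replicates reaching 50%; inconclusive = only one of the two criteria met; inactive = both criteria failed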;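 also: plate controls were DMSO neutral control for no effect and GW8510 at 10 µM for full effect; many of its hits are not listed in these tables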
# MITF act: MITF TRPM1 promoter activation in melanoma cells. actives 0.75% (n = 300,000). SK-MEL-5 TRPM1-promoter luciferase, 24 h; % of positive control, neutral wells = 0. activation, % at 12.5 µM;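 active = mean activation of at least 80% with every replicate also reaching 80%; inconclusive = mean reaches 80% but some replicate falls short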;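 also: 0% = neutral control wells and 100% = parthenolide positive control wells; values of inactives mirror those of a sister screen read the other way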
# NSD2 HMT inh: blocks human histone methyltransferase NSD2; AID 743445; inhibition, % at 12.5 µM; O96028; NSD2 peptide methylation, AlphaScreen, 120 min; actives 0.54% (n = 310,000); in the data active = inhibition above about 50%
# Target sequence (O96028 whole entry, looked up): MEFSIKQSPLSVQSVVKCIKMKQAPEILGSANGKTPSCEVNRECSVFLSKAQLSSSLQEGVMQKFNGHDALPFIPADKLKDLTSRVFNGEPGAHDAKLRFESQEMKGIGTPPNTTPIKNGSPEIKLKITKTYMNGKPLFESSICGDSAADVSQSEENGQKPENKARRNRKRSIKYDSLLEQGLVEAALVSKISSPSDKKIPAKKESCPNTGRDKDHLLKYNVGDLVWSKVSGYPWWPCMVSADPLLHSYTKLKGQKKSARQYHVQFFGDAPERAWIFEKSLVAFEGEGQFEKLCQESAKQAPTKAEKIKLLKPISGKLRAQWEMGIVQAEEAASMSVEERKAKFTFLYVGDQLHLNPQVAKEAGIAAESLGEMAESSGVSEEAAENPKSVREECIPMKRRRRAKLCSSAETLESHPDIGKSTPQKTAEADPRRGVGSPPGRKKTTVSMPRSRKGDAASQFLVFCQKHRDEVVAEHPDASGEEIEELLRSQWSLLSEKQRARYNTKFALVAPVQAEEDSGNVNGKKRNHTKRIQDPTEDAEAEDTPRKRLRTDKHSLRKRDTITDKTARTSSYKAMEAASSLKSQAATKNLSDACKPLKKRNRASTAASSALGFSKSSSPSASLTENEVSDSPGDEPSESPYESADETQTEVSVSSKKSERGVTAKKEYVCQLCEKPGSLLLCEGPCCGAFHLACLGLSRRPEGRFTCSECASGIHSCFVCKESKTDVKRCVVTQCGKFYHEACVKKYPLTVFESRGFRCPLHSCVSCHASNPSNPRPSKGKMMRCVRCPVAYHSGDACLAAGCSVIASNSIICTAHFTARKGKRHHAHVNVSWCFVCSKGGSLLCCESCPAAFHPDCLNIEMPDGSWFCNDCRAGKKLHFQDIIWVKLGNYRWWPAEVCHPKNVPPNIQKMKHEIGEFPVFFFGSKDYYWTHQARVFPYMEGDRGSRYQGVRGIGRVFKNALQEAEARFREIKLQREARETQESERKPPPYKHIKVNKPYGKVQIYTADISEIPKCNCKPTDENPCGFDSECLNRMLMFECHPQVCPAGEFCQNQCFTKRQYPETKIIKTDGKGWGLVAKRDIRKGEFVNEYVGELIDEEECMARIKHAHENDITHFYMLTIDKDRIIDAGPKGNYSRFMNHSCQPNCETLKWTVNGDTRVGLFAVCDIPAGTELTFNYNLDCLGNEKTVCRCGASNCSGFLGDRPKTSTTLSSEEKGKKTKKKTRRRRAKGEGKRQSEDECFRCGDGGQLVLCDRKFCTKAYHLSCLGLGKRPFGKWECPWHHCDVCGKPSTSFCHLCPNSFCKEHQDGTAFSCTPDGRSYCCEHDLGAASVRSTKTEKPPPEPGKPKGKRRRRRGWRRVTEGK
# PKA-R2B activ: activators of human PKA-R2B complex | activation, % at 11.4 µM | AID 504700 | P22694+P31323 | PKA-R2B holoenzyme dissociation, Cy5-IP20 fluorescence polarization; R2B truncated from residue 108, S112A mutant; 0% DMSO only, 100% 113 µM cGMP | actives 0.079% (n = 340,000);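 active = activation above a cutoff set at the mean over all compounds plus 3 SD, cut at about 18% in these data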;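 also: higher means more holoenzyme dissociation and a rise in polarization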
# Arr AP2 block: inhibitors of human beta-arrestin and AP2 interaction. actives 0.31% (n = 340,000). FITC-arrestin peptide / GST-AP2 beads, flow cytometry; AP2 beta2 appendage carries R879A mutation. AID 504490. inhibition, % at 10 µM;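 active = inhibition above a set limit, near 3 SD of compounds lacking own fluorescence, cut at about 54% in these data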;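 also: plate controls were DMSO wells for no effect and 5 µM unlabelled arrestin peptide for full effect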
#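 System: GST-AP2 R879A glutathione beads | Also added: FITC-arrestin peptide, 50 nM | Times: 12 min plus 1 h, RT | Signal: Bead flow cytometry, FITC channel | Buffer or medium: PBS with 0.05% Tween 20 and 0.1% BSA | Read-out basis: Percent drop in bead-associated FITC signal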
# SR-BI DiI-HDL act: activators of SR-BI mediated HDL lipid uptake. actives 0.096% (n = 320,000). activation, % at 12.5 µM. CHO ldlA[mSR-BI] cells, DiI-HDL uptake fluorescence, 3 h; 100 = double the neutral-control signal. AID 504775;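 active = mean replicate activation of at least 60% and every replicate at or above 60%; inconclusive = mean or all-replicate condition met, but not both; inactive = mean below 60% and not all replicates reaching 60%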;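 also: 0% = median plate neutral-control signal and 100% = twice that signal; values of inactives mirror those of a sister screen read the other way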
#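 Material: SR-BI-overexpressing, LDLR-lacking CHO cells; schedule: compound exposure 3 h, 37 °C; reagent: DiI-labelled HDL at 10 µg/mL final; technique: bottom-read fluorescence, 550/595 nm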
# SUMO Mot1 rescue: blocks SUMOylation pathway, rescuing yeast Mot1-301 growth | S. cerevisiae Mot1-301 growth rescue, ATP luminescence, 38.5C; percent above DMSO median, 100 means doubled | AID 2716 | growth rescue, % at 18.8 µM | actives 1% (n = 320,000);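 active = every valid replicate shows activation above 250% relative to neutral control wells; inactive = the rest, any valid replicate at or below 250%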;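 also: OY570 slx delta 5 strain wells were the positive control but not used for scaling; some compounds called inactive have numbers as strong as hits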
# PKA-R1A act: activators of PKA-R1A complex; P00514+P68181; PKA-R1A dissociation, Cy5-IP20 fluorescence polarization; scaled: DMSO 0%, 113 µM cGMP 100%; activation, % at 11.4 µM; actives 0.083% (n = 340,000);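 active = percent activation above the mean of all tested compounds plus 3 SD, cut at about 19% in these data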;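 also: higher means more PKAc released from R1A so a rise in polarization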
# Active calls of the source: *; ? = inconclusive; . = not tested or not shown.
SMILES,DSG3 Ab inh,SR-BI DiI inh,dFosB act,CDK5 inh,MITF act,NSD2 HMT inh,PKA-R2B activ,Arr AP2 block,SR-BI DiI-HDL act,SUMO Mot1 rescue,PKA-R1A act
Cc1cc(Nc2cc(C(=O)O)ccc2C)n2ncnc2n1,110,-18,3,0.3,0,.,-9,5,18,2,9
COc1ccccc1NC(=O)CSc1nnnn1-c1ccccc1F,110,-9,-6,-0.2,-6,-3,-5,23,9,10,1
O=C(NC(=O)N1CCN(c2cccc(Cl)c2)CC1)c1ccc(Cl)cc1,110,-5,-7,-3.3,13,1,2,4,5,10,12
CCc1ccc(C(=O)Nn2c(C)nc3ccccc3c2=O)cc1,104,-19,-4,1.2,-16,-1,10,3,19,231,-8
CN(C)CCN1C(=O)C(=O)/C(=C(/O)c2ccc(OCc3ccccc3)cc2)C1c1ccncc1 (configuration not stated),93,3,-10,2.3,-10,.,2,14,-3,.,3
COc1ccc(C(=O)NC(C)c2nc3ccccc3n2C)cc1OC (configuration not stated),.,-23,1,-2.1,.,0,-1,17,23,-4,5
c1ccc(-c2nnc(SCC3CCCCO3)nc2-c2ccccc2)cc1 (configuration not stated),111,22,-8,0.5,7,2,-5,8,-22,9,-8
CCC(C)NC(=O)C1CCCN(C(=O)NC2CCCCC2)C1 (configuration not stated),100,-21,3,2.2,.,-5,3,4,21,2,-3
COc1ccc(NC(=S)N(CCC(C)C)C2CCN(C(C)=O)CC2)cc1,97,-7,1,-1.0,0,-3,-3,-7,7,-12,0
CCOC(=O)c1c(NC(=O)Cc2ccccc2)sc2c1CCN(CC)C2,111,13,-9,-1.1,17,.,6,5,-13,42,8
Cc1ccc(O)c(C(=O)c2cnc3c(c2)COc2ccccc2-3)c1,103,21,-4,1.0,26,-1,-9,-2,-21,238,3
COc1ccc(NC(=S)N(Cc2ccc(Cl)cc2)Cc2ccc(C(=O)O)cc2)cc1Cl,98,8,-19,-1.6,10,3,6,25,-8,.,7
O=C(CNC(=O)N1CC(=O)Nc2ccccc21)NCc1ccccc1,87,-11,1,-0.9,1,-1,-6,2,11,-11,7
O=C(COc1ccc2ccccc2c1)Nc1cccc(C(=O)Nc2ccccc2C(=O)O)c1,96,-16,-16,-1.9,0,3,-5,-2,16,-6,-6
Cc1cc(C(=O)N/N=C/c2cccc(OC(=O)c3ccco3)c2)n[nH]1,94,1,-11,0.0,41,1,-6,7,-1,-11,0
Cc1ccc(S(=O)(=O)N2CC3CCCN3c3ccc(C(F)(F)F)cc32)cc1 (configuration not stated),98,15,-9,0.8,1,5,-14,4,-15,188,-2
CCOC(=O)c1c(C)[nH]c(N=Nc2cccc(C)c2)c1C,90,51,-14,-1.2,103*,.,-6,6,-51,372,-6
COc1ccc(-n2c(Cc3cccn3C)nnc2SCC(=O)Nc2ccc(C)cc2)cc1,109,10,-15,1.6,.,.,14,7,-10,-17,-4
Cc1c(C)n2c(SCC(=O)Nc3ccc4c(c3)OCCO4)nnc2[nH]c1=O,101,3,-4,-0.9,9,-1,-3,21,-3,3,-1
Cc1ccc(NC(=O)CNC(=O)c2ccc(Br)o2)nc1,123,-3,3,-4.8,-8,4,-3,4,3,182,0
CCc1cccc2c1NC(=O)C2(O)N1CCCC(C)C1 (configuration not stated),116,9,-1,-1.2,.,-1,15,-9,-9,-15,8
COC(=O)c1ccc(CNC(=O)c2ccc(S(=O)(=O)N3CCCC(C)C3)cc2)cc1 (configuration not stated),108,49,?,-0.7,-3,-1,-11,-20,-49,7,-8
N#Cc1ccc(NC(=O)c2sc3cc(C(F)(F)F)cnc3c2-c2cccs2)cc1,106,30,-2,0.0,-5,0,5,17,-30,9,0
Cn1c(COc2ccccc2)nnc1SCC(=O)NNC(=O)C1CCCCC1,117,-25,-1,-1.8,-1,2,-8,17,25,5,-13

# The final three records of the part before come first, to join the parts.
SMILES,DSG3 Ab inh,SR-BI DiI inh,dFosB act,CDK5 inh,MITF act,NSD2 HMT inh,PKA-R2B activ,Arr AP2 block,SR-BI DiI-HDL act,SUMO Mot1 rescue,PKA-R1A act
COC(=O)c1ccc(CNC(=O)c2ccc(S(=O)(=O)N3CCCC(C)C3)cc2)cc1 (configuration not stated),108,49,?,-0.7,-3,-1,-11,-20,-49,7,-8
N#Cc1ccc(NC(=O)c2sc3cc(C(F)(F)F)cnc3c2-c2cccs2)cc1,106,30,-2,0.0,-5,0,5,17,-30,9,0
Cn1c(COc2ccccc2)nnc1SCC(=O)NNC(=O)C1CCCCC1,117,-25,-1,-1.8,-1,2,-8,17,25,5,-13
S=C(Nc1cccc2ccccc12)NN1CCCCCC1,96,8,-3,-3.1,-11,2,-9,-8,-8,.,-2
COc1cccc(CNc2ccc(F)c(Cl)c2)c1,126,12,4,-1.5,4,-5,-8,-11,-12,-16,-9
Cc1ccccc1OCC(=O)NNC(=O)c1ccoc1C,96,-3,-5,1.6,8,-3,-9,1,3,7,11
C=C(C)COc1ccc2c3c(c(=O)oc2c1OCC(=C)C)CCC3,107,8,-7,-0.4,6,-3,-8,11,-8,13,-2
COc1cc([N+](=O)[O-])ccc1NC(=S)N1CCOCC1,106,-3,5,-2.6,-10,0,5,-3,3,253,3
CCOC(=O)c1ccc(CSc2nncn2N)o1,107,-28,-6,2.5,.,-2,2,-1,28,-5,-4
CCOc1ccc(S(=O)(=O)NCCC(=O)NCC(C)(C)N2CCOCC2)cc1,96,-23,-2,-0.7,5,-3,9,8,23,6,2
Cc1ccc2nc3c(cc(S(=O)(=O)c4ccccc4)c(=N)n3C3CCCC3)c(=O)n2c1,94,40,-2,-0.3,?,1,-2,11,-40,.,-9
COc1ccc(CCN2C(=O)CC(NCc3ccc4c(c3)OCO4)C2=O)cc1OC (configuration not stated),101,.,-3,0.5,-8,.,8,-4,.,2,-10
COc1cccc(CNC(=O)CCSCc2ccccc2F)c1,103,-11,-1,-1.5,2,2,20*,11,11,10,5
CCCCc1cc(=O)oc2cc(O)cc(O)c12,102,-2,8,-4.9,-4,-9,-12,4,2,13,14
C=CCn1c(=N)n(CC(=O)OCC)c2ccccc21,120,-24,-1,-0.6,-1,-1,-8,25,24,5,-2
O=C(COC(=O)CCNS(=O)(=O)c1ccccc1)NC(=O)c1ccccc1,109,-30,-7,0.5,4,-1,2,15,30,5,-6
COc1cc(C(=O)N[C@H](C(=O)NC(C)C23CC4CC(CC(C4)C2)C3)C(C)C)cc(OC)c1OC (some centres not stated),106,-39,-4,0.8,-10,1,15,23,39,-5,6
CCOC(=O)C1CCCN(C(=S)Nc2ccc(OC)cc2)C1 (configuration not stated),99,5,4,-3.6,2,0,-10,-11,-5,1,-2
CCc1cc2c(-c3ccccc3)cc(=O)oc2cc1OC(C)C(=O)O (configuration not stated),102,-8,5,-0.8,.,-2,-1,7,8,-1,3
Cn1c(-c2ccccc2)c(C=O)c2ccccc21,99,24,-10,-0.8,18,-2,2,-2,-24,29,3
O=C(NC1CCCCC1)N1CCC(c2nc3ccc(Cl)cc3[nH]2)CC1,97,-2,-11,-1.1,1,-1,-1,21,2,75,-3
CCS(=O)(=O)N1CCC(C(=O)Nc2ccccc2OC)CC1,110,9,-4,4.7,.,0,-7,31,-9,-16,1
O=C(NCCc1nnc2ccc(SCC(=O)N3CCOCC3)nn12)c1ccccc1,117,-19,-8,-3.7,5,35,-11,-8,19,-18,-4
O=C(NC(=S)N1CCN(c2ccccn2)CC1)c1ccco1,94,-20,7,-0.3,-4,-1,-2,-10,20,316,-1
COc1ncccc1C(=O)NC1CCCc2c1cnn2-c1cc(C)cc(C)c1 (configuration not stated),115,33,-13,-1.8,1,0,1,-6,-33,17,1
N=C1C(=O)OCC1c1ccccc1NC(=O)CN1CCCCC1 (configuration not stated),98,-16,2,-1.9,16,-1,5,-14,16,4,-6
O=C(Oc1ccc([N+](=O)[O-])cc1)c1cncc(Br)c1,92,-11,0,0.2,9,0,9,41,11,4,15
CN(CC(=O)OCC(=O)Nc1ccccc1)S(=O)(=O)c1ccc(Cl)cc1,101,-14,-8,-0.8,-6,-1,4,-9,14,5,1
CCOc1ccccc1CN1CCN(C/C=C/c2ccc(OC)cc2)CC1CCO (configuration not stated),100,.,-2,-3.0,8,.,-6,0,.,2,-3
O=C(CN1c2cccc3cccc(c23)S1(=O)=O)Nc1ccccc1Br,108,-1,-8,-0.7,4,-3,-7,-1,1,-6,-12
CC(=O)Nc1ccc(NC(=O)CS(=O)(=O)c2cn(CC(=O)N3CCCC3)c3ccccc23)cc1,115,35,-4,-1.0,14,-2,-4,3,-35,-3,2
CN(Cc1nc2ccccc2n1C)C(=O)c1ccco1,104,4,3,0.5,2,-2,-1,5,-4,6,-2
CCSc1nc2c(c(=O)[nH]c(=O)n2C)n1CC(O)COc1ccccc1 (configuration not stated),104,-12,-12,4.1,18,-2,-12,38,12,12,-12
O=C(c1ccco1)N1CCc2[nH]nc(-c3ccc(Cl)cc3)c2C1,102,60,-26,5.1,-6,8,2,14,-60,17,-7
CSCCC(NC(=O)COc1ccccc1)C(=O)N(C)CC(=O)Nc1ccc(Cl)cc1 (configuration not stated),98,23,-2,0.1,-1,8,-12,13,-23,8,-7
CC(C)C[C@H]1CNC(=S)N1CC1CCCN1C[C@H](CC(C)C)N1C[C@H](CC(C)C)N(CCc2ccccc2)C1=S (some centres not stated),101,-4,-8,-6.1,-17,.,-6,0,4,.,-4
O=[N+]([O-])c1cc(NS(=O)(=O)c2ccc(Cl)nc2)ccc1Cl,111,-29,5,-0.6,10,5,-9,9,29,376,-7
Cc1ccc(OCCn2c(CCNC(=O)C(C)C)nc3ccccc32)cc1,108,16,1,-0.2,-9,0,1,1,-16,420,-10
Cc1cc(Cl)cc2sc(=S)[nH]c12,94,62,7,2.0,-16,0,2,-2,-62,.,2
CCOc1ccc(-c2cc(C(=O)N3CCN(c4ccccn4)CC3)c3ccccc3n2)cc1,101,46,-12,2.0,16,0,-1,-1,-46,6,1
